Assay outcomes (PubChem)
LYP act – increases human PTPN22 phosphatase activity. recombinant LYP, DiFMUP fluorescence; 0 = plate median, 100 = signal doubled. 96,000 tested, 0.11% active. Q9Y2R2. activation, % at 2 µM;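 active means activation at 2 µM above a set limit, the mean plus 5 SD, cut at about 37% in these data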
EphB4 antag – EphB4-ephrin-B2 interaction antagonism; 97,000 tested, 0.15% active; EphB4 LBD / TNYL-RAW-Alexa532 peptide, fluorescence polarization; inhibition, % at 7 µM; AID 720; P54760;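 active means inhibition above the screen-wide mean inhibition plus 3 SD, cut at about 15% in these data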;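 further: 0% = DMSO wells and 100% = excess unlabeled TNYL-RAW peptide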
PTPN22 inh 2 – inhibitors of human LYP (PTPN22) phosphatase | Q9Y2R2 | recombinant LYP catalytic domain, DiFMUP fluorescence | inhibition, % at 2 µM | 96,000 tested, 0.21% active;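 active means inhibition at 2 µM at or above a set limit, the screen mean plus 3 SD, cut at about 24% in these data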;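 further: 0% = DMSO with enzyme and 100% = enzyme fully blocked by orthovanadate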
cytoskel mod – modifiers of cytoskeleton assembly | inhibition, % at 2 µM | HUVEC TNFa F-actin phalloidin imaging, high content | AID 836 | 91,000 tested, 0.18% active;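 active means inhibition above the batch mean plus 3 SD and confirmed as a hit by visual image inspection, cut at about 30% in these data, passing the limit was not always enough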; further: strong numbers were not always called active
HIV Rev-RRE inh – inhibitors of HIV-1 Rev-RRE RNA interaction; 97,000 tested, 0.79% active; Rev peptide-RRE RNA binding, FRET; P05866; inhibition, % at 8 µM;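 active means inhibition above the screen-wide mean plus 3 SD, cut at about 35% in these data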;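 further: 0% = median DMSO wells and 100% = median Neomycin B control wells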
Target sequence (P05866 whole entry, looked up): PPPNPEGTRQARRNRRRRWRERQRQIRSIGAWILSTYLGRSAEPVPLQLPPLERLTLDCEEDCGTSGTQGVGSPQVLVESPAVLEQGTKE
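System: Cy5-labelled duplex RRE RNA binding fluorescein-labelled HIV Rev peptide; Signal: fluorescein-to-Cy5 FRET, 480 nm excitation; Also added: labelled Rev peptide; Compound: one concentration, 8 µM nominal; Buffer or medium: HEPES pH 7.5 salt buffer with EDTA; Read-out: % inhibition of FRET ratio versus controls; Schedule: 5 min preincubation and 15 min binding, 25 °C.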
PLK1 PBD inh – inhibitors of human Plk1 polo box domain binding | P53350 | Plk1 PBD phosphopeptide binding, fluorescence polarization | inhibition, %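 (tested at about 20 µM)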 | 97,000 tested, 0.13% active; in the data active means inhibition above about 34%, passing the limit was not always enough
Target sequence (P53350 whole entry, looked up, the tested form may be a part): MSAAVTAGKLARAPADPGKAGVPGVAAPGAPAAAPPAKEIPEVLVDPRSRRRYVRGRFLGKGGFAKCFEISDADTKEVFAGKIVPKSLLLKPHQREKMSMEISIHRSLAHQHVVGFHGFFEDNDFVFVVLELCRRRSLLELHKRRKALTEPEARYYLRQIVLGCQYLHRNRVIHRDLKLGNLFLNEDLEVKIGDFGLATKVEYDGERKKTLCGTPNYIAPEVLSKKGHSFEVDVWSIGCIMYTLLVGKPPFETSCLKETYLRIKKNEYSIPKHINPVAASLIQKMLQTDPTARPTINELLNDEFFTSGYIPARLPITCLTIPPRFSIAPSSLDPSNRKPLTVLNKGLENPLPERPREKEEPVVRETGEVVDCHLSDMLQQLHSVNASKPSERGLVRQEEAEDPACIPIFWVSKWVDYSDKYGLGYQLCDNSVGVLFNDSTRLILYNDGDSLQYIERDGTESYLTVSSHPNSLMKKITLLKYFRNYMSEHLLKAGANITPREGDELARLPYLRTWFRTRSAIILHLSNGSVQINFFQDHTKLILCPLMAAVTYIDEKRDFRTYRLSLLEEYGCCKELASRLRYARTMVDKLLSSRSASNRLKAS
FAK blocker – blocks human focal adhesion kinase activity; Q05397; biochemical FAK kinase activity assay; inhibition, %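 (tested at 7 µM)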; 97,000 tested, 0.84% active; in the data active means inhibition above about 19%;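 further: 0% = DMSO and 100% = reference compound high control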
PLK1 inh – inhibitors of human PLK1 kinase; P53350; recombinant PLK1 kinase, TR-FRET peptide phosphorylation; inhibition, % at 10 µM; 97,000 tested, 0.53% active; AID 619;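 active means inhibition of 50% or more in the single-concentration screen; inactive means inhibition below 50%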;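 further: 0% = DMSO max control and 100% = H-89 dihydrochloride min control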
PTK2B oligo ant – antagonists of human Pyk2 oligomerization | Q293 cells, Pyk2 FERM NanoBiT luminescence; stronger effect = lower value | Q14289 | z-score (the deposit names both 25 µM and 10 µM) | 99,000 tested, 0.83% active;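 active means Z-score of -3 or lower, scaled per plate to the spread of control and sample wells; inactive means z-score above -3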;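 further: negative z-score means lost luminescence so less FERM oligomerization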
* = called active by the depositor; x = no result given. The list is partial; the hit share may differ from the screen's.

SMILES | LYP act | EphB4 antag | PTPN22 inh 2 | cytoskel mod | HIV Rev-RRE inh | PLK1 PBD inh | FAK blocker | PLK1 inh | PTK2B oligo ant
Clc1ccccc1CN1CCN(c2ccccc2Cl)CC1 | -1 | 0 | 3 | -4 | 16 | 28 | 0 | -2 | -1
O=C(c1ccccc1F)c1cn(CC(=O)N2CCCCC2)c2ccccc12 | 4 | 0 | -5 | 3 | 5 | -3 | 1 | -6 | 0.01
O=C(NCC(c1cccnc1)N1CCN(c2ccccc2F)CC1)Oc1ccccc1 (stereo not drawn) | 1 | -1 | 0 | -11 | 9 | 1 | 0 | -34 | -0.61
COc1ccc(CC(=O)N2CCN(C)CC2)cc1 | 8 | 0 | -4 | 9 | -1 | 4 | -5 | -5 | -0.75
C=CCOC(=O)C1=C(C)OC(N)=C(C(=O)OCC)C12C(=O)N(CC(N)=O)c1ccccc12 (stereo not drawn) | 3 | -10 | -5 | -2 | 0 | 27 | -2 | -8 | -0.25
O=C1CC(N2CCC(n3c(=O)[nH]c4ccccc43)CC2)C(=O)N1Cc1ccccc1 (stereo not drawn) | -10 | 1 | 11 | -31 | 10 | 3 | -1 | -14 | -0.53
Cc1cc(OCC(=O)OC(C)C)c2c3c(c(=O)oc2c1)CCCC3 | 2 | -9 | -4 | -24 | 8 | -1 | 2 | 0 | -1.6
C=CCn1c(O)c(C(CC)=NCCCO)c(=O)[nH]c1=O | -4 | -4 | 1 | 13 | 1 | -9 | -8 | 10 | -0.61
CCC(C)(C)n1nnnc1C(c1cccs1)N1CC=C(c2ccc(F)cc2)CC1 (stereo not drawn) | -3 | -1 | 2 | 35 | 11 | -1 | 7 | -10 | -0.11
Oc1ccc(Cl)cc1CN1CCN(Cc2ccccc2)CC1 | -2 | 8 | 4 | x | 4 | -19 | -1 | 3 | -0.5
CCOC(=O)c1c(C)n(COCCO)c2ccc(O)cc12 | 2 | -16 | -3 | 3 | -1 | 3 | 2 | -4 | 1.1
CCCC(C)n1[nH]c(=O)c2c1NC(=O)CSC2c1ccc(OC)c(OC)c1 (stereo not drawn) | -4 | 1 | 4 | -25 | -2 | 5 | -1 | -14 | 0.37
CN=C(SCc1ccccc1)c1c(O)n(C)c(=O)n(C)c1=O | -9 | -4 | 7 | 44 | 1 | -24 | 0 | 11 | -0.4
CN1C(=O)C(=Cc2ccccc2Oc2ccc(Cl)c(F)c2)C(=O)N(C)C1=O | 12 | 3 | -8 | -17 | 9 | -5 | -3 | -6 | -4.5*
CCOC(C(=O)OCCC[N+](C)(CC)CC)(c1ccccc1)c1ccccc1 | -5 | 3 | 7 | 1 | -7 | 11 | -1 | -9 | 0.42
O=C1NC(=O)C(CCc2ccncc2)(C2CCCCC2)C(=O)N1 | 3 | 7 | -6 | -7 | 3 | 16 | -6 | 3 | 0.38
O=C(C1CCC(=O)N1C1CCCC1)N1CCC2(CC1)OCCO2 (stereo not drawn) | -2 | 6 | 4 | -29 | 7 | -36 | -2 | -2 | 0.92
C=CCn1c(O)c(C=Nc2ccc(OC)cc2C)c(=O)[nH]c1=O | -2 | -1 | -1 | 19 | -4 | -14 | 3 | -8 | 0.05
O=C(Cc1ccccc1)N1CCN(Cc2c[nH]c3ccccc23)CC1 | 8 | 8 | -10 | -21 | 6 | -7 | 2 | -6 | -0.05
CCc1ccc(N2C(=O)NC(=O)C(Cc3ccc(OC)cc3OC)C2=O)cc1 (stereo not drawn) | -10 | -4 | 12 | -24 | 5 | 21 | 0 | -40 | 1.1
CCC(=NCc1ccco1)c1c(O)n(-c2ccc(C)cc2)c(=O)[nH]c1=O | -4 | 1 | 8 | -21 | -1 | -1 | -2 | -7 | 0.15
CCOC(=O)C1=C(N)Oc2ccccc2C12C(=O)N(CC(=O)OC)C(CC(=O)OC)=C2C(=O)OC (stereo not drawn) | 9 | -4 | -6 | -13 | -2 | 8 | -2 | -7 | 0.87
CC(=O)Nc1ccccc1OC(=O)N(C)C | -8 | -1 | 6 | 0 | 4 | 5 | -1 | -13 | -0.37
CC(C)C(=O)c1cn(Cc2ccccc2C#N)c2ccccc12 | -9 | 5 | 5 | 3 | 6 | 19 | 0 | -7 | -1.5
CN(C)CC#CCC(O)(c1ccccc1)C1CCCC1 (stereo not drawn) | 8 | -5 | -12 | x | -5 | 8 | 1 | -14 | -0.47

Continued.
SMILES | LYP act | EphB4 antag | PTPN22 inh 2 | cytoskel mod | HIV Rev-RRE inh | PLK1 PBD inh | FAK blocker | PLK1 inh | PTK2B oligo ant
Cn1c(=O)cc(OCCCC(=O)N2CCC3(CC2)OCCO3)c2ccccc21 | -8 | 5 | 9 | 14 | 7 | -13 | 4 | 10 | 0.49
CCCC1(CCC)C(=O)NC(=NCc2ccccc2)NC1=O | -3 | -4 | 1 | -30 | 7 | -8 | -5 | 2 | 1.6
O[C@@H]1CCCC[C@H]1N1CCC(c2ccccc2)CC1 | -8 | 0 | 7 | 16 | 6 | 19 | 1 | -5 | x
CCC(CC)N1CCN(C(=O)Cc2ccccc2)CC1 | -2 | -6 | 2 | 6 | 1 | -14 | 1 | -13 | 0.59
O=C(Cc1ccc(Br)cc1)N1CCN(Cc2ccccc2)CC1 | -3 | -7 | -2 | 10 | 9 | 1 | 0 | -4 | 1
CN(C(=O)Oc1cccc2cccnc12)c1ccccc1 | -2 | 5 | 0 | 12 | 8 | 9 | 0 | -9 | -0.04
Nc1ccccc1C(=O)OCCOc1ccccc1 | -5 | 2 | 4 | -10 | 4 | -3 | 2 | -5 | -1.1
COc1ccc(CC2C(=O)N(c3ccccc3)C(=O)N(c3ccccc3)C2=O)c(OC)c1 | 11 | -5 | -10 | -6 | 11 | -14 | -2 | -7 | 0.14
CC(NCc1ccc(Cl)cc1Cl)C(O)c1ccccc1 (stereo not drawn) | 2 | -5 | 0 | -10 | 5 | -20 | 1 | 4 | 4.2
Cc1cccc(N2CCN(CCc3ccccc3)CC2)c1C | -10 | 5 | 13 | 2 | 13 | -12 | 4 | -11 | 0.42
NP(=O)(OCC(F)(F)F)Oc1ccccc1 (stereo not drawn) | 1 | -2 | 4 | x | 8 | -45 | 3 | -6 | 0.67
COc1cc(C2SCC(=O)Nc3c2c(C)nn3-c2ccccc2)cc(OC)c1OC (stereo not drawn) | 0 | 3 | -2 | -3 | 5 | 17 | 1 | 1 | -0.58
CN1CCC(N(C)c2nc(-c3ccccc3)nc3ccccc23)CC1 | -12 | 4 | 10 | -10 | 6 | -10 | -2 | -3 | -0.64
CCN1CCN(S(=O)(=O)c2ccc(Cl)nc2)CC1 | 13 | -9 | -8 | -14 | 2 | 7 | -7 | -11 | 0.21
O=C(CCn1c(=O)oc2ccccc21)N1CCC2(CC1)OCCO2 | -4 | -6 | 0 | -32 | 4 | -13 | -3 | -1 | 0.08
Cn1c2ccccc2c2c(C(=O)N3CCC4(CC3)OCCO4)cn(C3CCCCC3)c(=O)c21 | 2 | -2 | 0 | 5 | 9 | -12 | -1 | -34 | -0.88
Cn1c(O)c(C=NCCN2CCNCC2)c(=O)n(C)c1=O | -3 | -8 | 2 | -4 | 1 | -14 | -1 | -13 | -0.09
Cc1nn(-c2ccccc2)c(Cl)c1C1C(C#N)=C(N)Oc2c1c(=O)oc1ccccc21 (stereo not drawn) | -2 | 2 | 2 | x | 8 | 13 | 1 | 2 | -3.2*
C=CCNC(=O)c1c(N)n(Cc2ccco2)c2nc3ccccc3nc12 | -4 | -3 | 7 | -6 | 50* | 14 | 2 | -4 | 0.65
CC(=NCCCn1ccnc1)c1c(O)n(C)c(=O)n(C)c1=O | 5 | 3 | -7 | -7 | 2 | -3 | -2 | -15 | -0.43
CC(C)N1CCC2(CC1)NC(CO)(CO)CO2 | -4 | 6 | 4 | 0 | 4 | 20 | -1 | -10 | -0.44
COc1cc(/C=C2\C(=O)NC(=O)N(c3ccccc3)C2=O)cc(OC)c1O | -14 | -1 | 16 | 9 | 59* | 34 | -1 | -8 | -0.72
Cc1ccc(C2CC(=O)C(C=NCCN3CCN(C(=O)Cc4ccccc4)CC3)=C(O)C2)cc1 (stereo not drawn) | 7 | 4 | -8 | 9 | 2 | -1 | 2 | -9 | 0.18
CCN(CC)CCCC(C)N=C(c1ccccc1)c1c(O)n(C)c(=O)n(C)c1=O (stereo not drawn) | 20 | 0 | -22 | 3 | 0 | -5 | -1 | -18 | 0.46
CCCCn1c(O)c(C(C)=NCCN2CCCCC2)c(=O)[nH]c1=O | 2 | 4 | -3 | 10 | 8 | 10 | -2 | 2 | -0.21

(continued)
SMILES | LYP act | EphB4 antag | PTPN22 inh 2 | cytoskel mod | HIV Rev-RRE inh | PLK1 PBD inh | FAK blocker | PLK1 inh | PTK2B oligo ant
CC[N+](CC)(CC)CCCOC(=O)C(O)(c1ccccc1)C1CCCCC1 (stereo not drawn) | 5 | 4 | -4 | -10 | 0 | 7 | 0 | -8 | 0.05
Cc1nnc(SCc2nc3ccccc3c(=O)n2-c2ccccc2Cl)n1N | -3 | 9 | 2 | 10 | 5 | 17 | -1 | -7 | -0.61
CN1CCC(n2nccc2N)CC1 | 0 | 6 | -2 | -16 | 11 | 3 | 5 | -3 | 0.65
O=C(CCc1nc(-c2ccccc2F)no1)N1CCC2(CC1)OCCO2 | 0 | -3 | 0 | 5 | 6 | 8 | -1 | -9 | 0.79
O=C(Cc1ccccc1)Oc1cccc(N2C(=O)CCC2=O)c1 | 3 | -7 | -3 | -35 | 0 | 7 | -3 | -7 | 0.17
CCOc1ccc(-n2c(O)c(C=NCCN(CC)CC)c(=O)[nH]c2=O)cc1 | 8 | -10 | -6 | 2 | 8 | 2 | 0 | -9 | -0.19

6 entries drawn at random from those above, as already listed:
SMILES | LYP act | EphB4 antag | PTPN22 inh 2 | cytoskel mod | HIV Rev-RRE inh | PLK1 PBD inh | FAK blocker | PLK1 inh | PTK2B oligo ant
CN1CCC(n2nccc2N)CC1 | 0 | 6 | -2 | -16 | 11 | 3 | 5 | -3 | 0.65
O=C(CCc1nc(-c2ccccc2F)no1)N1CCC2(CC1)OCCO2 | 0 | -3 | 0 | 5 | 6 | 8 | -1 | -9 | 0.79
Cc1nnc(SCc2nc3ccccc3c(=O)n2-c2ccccc2Cl)n1N | -3 | 9 | 2 | 10 | 5 | 17 | -1 | -7 | -0.61
CCOc1ccc(-n2c(O)c(C=NCCN(CC)CC)c(=O)[nH]c2=O)cc1 | 8 | -10 | -6 | 2 | 8 | 2 | 0 | -9 | -0.19
O=C(Cc1ccccc1)Oc1cccc(N2C(=O)CCC2=O)c1 | 3 | -7 | -3 | -35 | 0 | 7 | -3 | -7 | 0.17
CC[N+](CC)(CC)CCCOC(=O)C(O)(c1ccccc1)C1CCCCC1 (stereo not drawn) | 5 | 4 | -4 | -10 | 0 | 7 | 0 | -8 | 0.05
